# KCNH2 WT inh: blocks the wildtype human KCNH2 potassium channel; Q12809; U2OS, BacMam KCNH2, thallium flux FluxOr; hits give low values; activity change, % at 1.84 µM; hit rate 0.37% among 340,000;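 active = maximum activity change below -70%; inconclusive = maximum activity change between -70% and -50%; inactive = maximum activity change above -50%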; note: % is set by controls: 0 for no effect and ±100 for the full control effect
#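 U2OS cells were transduced with wild-type KCNH2 virus (2.03 x 10^8 / mL) for 4 h at room temperature, then cultured overnight at 37 C. Thallium flux was read with FluxOr dye. Rate constants were normalized to DMSO controls.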
# TSHR antag: antagonists of human thyroid stimulating hormone receptor; P16473; TSHR-expressing cells, TSH-stimulated cAMP HTRF, 2 h; hits give low values; activity change, negative = inhibition, % at 11.5 µM; hit rate 0.2% among 330,000;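 active = activity change below a set negative limit, meaning inhibition stronger than a set level, cut at about -70% in these data; inconclusive = activity change between two set negative limits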; note: % is set by controls: 0 for no effect and ±100 for the full control effect
#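 Freshly harvested TSHR cells receive pin-tooled compound, then EC80 TSH at 4nM final. After 2 hours at 37 deg C, antibody in lysis buffer and cAMP-d2 are added; 30 minutes at ambient temperature precede the HTRF read.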
# GALK inhibitor: blocks human galactokinase activity. Purified GALK, Kinase-Glo residual ATP luminescence. AID 1868. hit rate 0.007% among 270,000. Potency, µM (doses to about 57.5 µM), for the others: at the highest dose activity change, negative = inhibition, usual class: inhibitors; note: potency is the fitted concentration of half-maximal effect; % is set by controls: 0 for no effect and ±100 for the full control effect
#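 Human GALK (5 nM) with 35 uM ATP and 100 uM galactose in 20 mM HEPES pH 8.0, 5 mM MgCl2, 60 mM NaCl, 1 mM DTT, 0.01% BSA. After 1 h at room temperature, leftover ATP was read by Kinase-Glo Plus luminescence.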
# AT treatment: potential ataxia-telangiectasia treatment; […] A-T fibroblasts, KAP-1 phosphorylation AlphaLISA; neocarzinostatin DNA damage 30 min before lysis; AID 485349; Potency, µM (titrated, usually from 57.5 µM), for the others: at the highest dose activation, hits mostly activators; hit rate 0.19% among 320,000; note: potency is the fitted concentration of half-maximal effect; % of control where 0% means no effect; nearly all actives have a fitted effect of over 45% in size
#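 hTERT-immortalized A-T patient fibroblasts ([…]), 500 cells/well in OPTI-MEM, 1% FBS, got compounds for 60 min, then NCS for 30 min at 37C. Lysates were then assayed for phospho-KAP-1 by AlphaLISA (anti-pKAP1 donor, anti-KAP1 acceptor beads), 6 hr at 25C.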
# Tb PFK block: inhibitors of T. brucei phosphofructokinase; O15648; T. brucei PFK, ADP-Glo luminescence; Potency, µM (top dose mostly 57.5 µM), without a hit: at the highest dose activity, negative = inhibition, hits mostly inhibitors; hit rate 0.17% among 330,000; AID 485367;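 note: potency is the fitted concentration of half-maximal effect; 0% = uninhibited 1x PFK enzyme wells and -100% = no-enzyme wells; nearly all actives have a fitted effect of over 60% in size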
#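 Activity is normalized to no-enzyme wells (full inhibition) and 1.25 nM enzyme wells (no inhibition). Reaction: 0.5 mM F6P, 0.1 mM ATP, 45 min RT, ADP-Glo luminescence; concentration-response curves fitted and classed by quality.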
# Giardia killer: kills Giardia lamblia | hit rate 0.15% among 340,000 | Giardia lamblia trophozoite viability | activity change, % at 7.66 µM, hits read low; in the data active = activity change below about -80%; inconclusive = between about -30% and that limit;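 note: parasites exposed to compound for two days anaerobically before the ATP read; % is set by controls: 0 for no effect and ±100 for the full control effect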
#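 ATP-content bioluminescence gauges trophozoite survival. Cells (100/well) receive compound and incubate anaerobically for 48 hrs at 37 deg C; detection reagent follows for 15-30 min at room temperature.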
# Coupling enz: counter-screen for Giardia aldolase inhibitors: coupling enzyme system; AID 2472; coupling enzyme system counterscreen, AmpLite Red fluorescence; hit rate 0.67% among 290,000; activity change, negative = inhibition, % at 58.2 µM, hits read low; in the data active = activity change below about -30%; note: % is set by controls: 0 for no effect and ±100 for the full control effect
#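 Final compound at 57.5 uM, incubated 10 min at RT with coupling enzyme reagent (glyceraldehyde-3-phosphate), then 20 min with substrate and AmpLite Red detection. Fluorescence read at 525/598 nm; tests interference with the coupling assay, not aldolase inhibition.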
# TCR activator: activators of T cell receptors; primary human leukocytes, anti-CD3, IL-2 HTRF, 48 h; Potency, µM (top dose mostly 9.22 µM), inactives show at the highest dose activation of IL-2 secretion, actives largely listed as activators; 330,000 tested, under 10 active; note: % of control where 0% means no effect
#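 IL-2 release read by HTRF sandwich (Eu cryptate donor, d2 acceptor, 665 nm emission) after 48 hr exposure of primary human leukocytes to compound together with anti-CD3 beads in the absence of co-stimulatory signals.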
# MLL CXXC-DNA inh: blocks binding of human MLL CXXC domain to DNA | Q03164 | MLL-CXXC / FITC-HOXA9 DNA fluorescence polarization | Potency, µM (top dose mostly 115 µM), inactives show top-dose activity change, negative = inhibition, most hits filed as inhibitors | hit rate 0.037% among 290,000 | AID 2662; active = well fitted inhibition curve with a large enough effect in the polarisation, with a control signal flat, not every such curve was filed as active; inconclusive = small, poorly fitted or top-dose-only effect, or effect the other way, or a change in a side signal; inactive = no such curve, though single readings can be large or run the other way; the % refers to the polarisation; note: potency is the fitted concentration of half-maximal effect
#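 Fluorescence polarization: 7 uM MLL-CXXC (stock) preincubated 5 min with compounds, then 50 nM fluorescein-HOX-A9 DNA (stock) added; 30 min ambient. Buffer 50 mM Tris-HCl pH 7.5, 50 mM NaCl, 1 mM DTT, 0.05% BSA.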
# BCR signal inh: chronic active BCR signaling inhibition | Potency, µM (top dose mostly 46.1 µM), for the others: at the highest dose ratio change, negative = lower green/red ratio, most hits filed as inhibitors | hit rate 0.05% among 340,000 | ABC-DLBCL IkBa-CBG/CBR reporter, luminescence ratio, 4 h; active = well fitted inhibition curve with a large enough effect in the signal ratio, with a control signal flat, not every such curve was filed as active; inconclusive = small, poorly fitted or top-dose-only effect, or effect the other way, or a change in a side signal; the % refers to the signal ratio;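 note: potency is the fitted concentration of half-maximal effect; plate controls were basal doxycycline-induced cells for no effect and cells given 10 µM MG132 for full effect; MG132 reads +100%, hits lower the ratio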
#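 TMD8 ABC-DLBCL cells carrying doxycycline-inducible green luciferase fused to IkappaBalpha plus unfused red luciferase were exposed to compounds (up to 46 uM) for 4 hrs at 37C. Activity came from the overlap-corrected green/red luminescence ratio.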
# Numbers without * were called inactive; ? = inconclusive; nt = no result given; [ ] = remark or other dose. Unless noted, calls come from the whole dose curve; as a rule, active = well fitted curve in the direction sought with a large enough effect; inconclusive = small, poorly fitted or top-dose-only effect, or another doubt; inactive = no such curve, though single readings can be large; an effect the other way counts as inactive or inconclusive.
SMILES,KCNH2 WT inh,TSHR antag,GALK inhibitor,AT treatment,Tb PFK block,Giardia killer,Coupling enz,TCR activator,MLL CXXC-DNA inh,BCR signal inh
CCn1ncc(CN2CCC(Oc3ccc(C(=O)N4CCCC4)cc3)CC2)c1C,0,-6,5%,6%,-5%,11,nt,1%,9%,-4%
O=C(c1ccc2ccccc2n1)N1CCN(Cc2c(F)cccc2Cl)CC1,0,-3,0%,4%,8%,-7,1,-6%,25%,-10%
CCOC(=O)NCc1ccc(S(=O)(=O)Nc2ccc(C)cc2)cc1,-10,-3,1%,-11%,0%,-1,1,-4%[46.1 µM],2%,-5%
Cc1cc(F)ccc1S(=O)(=O)N1CCCOC1CNC(=O)C(=O)NCCc1c[nH]c2ccccc12 (stereo not drawn),0,4,1%,6%,-1%,-14,1,-5%[46.1 µM],7%,-5%
O=C(CN(Cc1ccccc1)C(=O)c1csnn1)NCc1ccccc1,3,-10,0%,-1%,4%,17,-1,-3%,6%,6%
O=C(Cc1ncc(C(F)(F)F)cc1Cl)N1CCN(c2cccc(Cl)c2)CC1,1,-6,0%,8%,?,4,2,6%,4%,1%
CCOC(=O)CCCNC(=O)COc1ccccc1C#N,-3,0,1%,17%,0%,-2,7,-3%,-5%,-2%
CCOC(=O)C1(Cc2ccccc2)CCCN(Cc2ccc(OCCO)cc2)C1 (stereo not drawn),-5,-23,1%,3%[11.5 µM],2%,-3,-5,0%,36%[activator],-10%
O=C(c1ccccc1Cc1ccccc1)N1CCN(S(=O)(=O)c2ccccc2)CC1,-6,-2,-1%,10%,-16%,15,5,7%,-3%,3%
CCCNC(=O)C(Cc1ccc(OC)cc1)NC(=O)c1ccc(Cl)cc1 (stereo not drawn),-3,-4,nt,20%,-3%,-13,nt,2%,nt,-11%
Cc1ccc(NC(=O)N2CCC(C(=O)NCc3ccc(F)cc3)CC2)cc1,19,-4,2%,4%,3%,-6,1,9%,9%,7%
CCN(CC)CCn1c(NCc2cccc(OC)c2OC)nc2ccccc21,12,-7,-4%,5%,-9%,9,0,-3%,6%,-2%
COCCNC(=O)CN(C(=O)CCC(=O)Nc1ccccn1)c1ccccc1OC,4,3,5%,9%,0%,13,0,-1%,-3%,5%
CN(C(=O)COC(=O)c1ccccc1C(=O)c1ccccc1)c1ccccc1,-12,-14,nt,3%,6%,25,nt,-1%,nt,4%
O=C(/C=C/C=C/c1ccccc1)CC1(O)C(=O)N(CCc2ccccc2)c2ccccc21 (stereo not drawn),6,-20,-2%,-7%,-6%,2,0,-6%,0%,-1%
Cc1ccc(-c2nnc(SCC(=O)OC(C)C)n2N)cc1,-2,15,-1%,-6%,1%,5,0,3%,4%,-8%
Cc1oc(-c2cccc(F)c2)nc1CN(Cc1ccccc1)C[C@@H]1CCC(=O)N1,-12,-3,2%,-3%,4%,9,0,nt,-1%,-13%
OCCC1CN(Cc2cccc3c2OCO3)CCN1Cc1ccccc1 (stereo not drawn),-2,-4,1%,8%,-1%,5,1,-2%,-3%,-2%
COCCNc1nnc(Cc2ccccc2)c(=O)[nH]1,-3,2,nt,-20%,-8%,16,1,0%,10%,7%
Cc1nnc(SCc2ccccc2)n1N,21,-1,2%,0%,-2%,-16,7,-7%,-4%,10%
NS(=O)(=O)c1ccc(CCNC(=O)CSc2ccsc2[N+](=O)[O-])cc1,nt,10,3%,1%,-14%,-6,0,0%,-4%,-10%
Cc1nc(SC(C)C)[nH]c(=O)c1Cc1ccccc1,-11,-4,5%,2%,-6%,-6,2,3%,9%,0%
COc1ccc(S(=O)(=O)NCCCCC(=O)O)cc1C(=O)O,0,-1,6%,-16%,-3%,6,3,-1%,-1%,1%
O=C(c1cc(-c2ccc(O)cc2)on1)N1CCN(c2ccc(F)cc2)CC1,-31,-27,nt,-5%,-7%,-19,4,0%,nt,-6%
NC(=O)Cc1ccc(C(=O)c2ccccc2F)s1,-1,-5,1%,-1%,-6%,8,-1,-14%,3%,-22%
SMILES,KCNH2 WT inh,TSHR antag,GALK inhibitor,AT treatment,Tb PFK block,Giardia killer,Coupling enz,TCR activator,MLL CXXC-DNA inh,BCR signal inh
Cc1noc(-c2ccccc2)c1NC(=O)Nc1ccc(Cl)cc1,5,-4,9%,-2%,-2%,-10,-1,-5%,3%,11%
NC(=O)C1CCN(C(=O)CSCc2ccccc2Cl)CC1,-5,4,-1%,7%,1%,-1,1,2%,-1%,?
O=C(Cc1coc2ccc3ccccc3c12)N1CCCC1,-9,10,1%,nt,0%,22,-37*,0%,-9%,-1%
CC(=O)Nc1ccc(S(=O)(=O)C(C#N)c2nc3ccccc3nc2NCCCO)cc1 (stereo not drawn),-7,9,-2%,10%,0%,4,-1,0%,5%,?
O=C(O)c1ccc2c(c1)C(=O)N(CCC1=CCCCC1)C2=O,-4,-7,0%,-3%,1%,-18,18,-8%,-13%,0%
O=C(CN1CCN(C(=O)c2ccc(OCc3cn4ccccc4n3)cc2)CC1)Nc1cccc(F)c1,1,7,nt,26%,-11%,11,nt,1%,nt,-10%
Cc1nccn1CCc1n[nH]c(=S)n1Cc1ccccc1,0,7,1%,-4%,-4%,3,1,1%,-1%,3%
COc1cc(NC(=O)c2cc(C)nc3ccccc23)cc(OC)c1,8,-4,-1%,-3%,1%,7,1,nt,10%,4%
O=C(Cn1ncn2c(cc3ccccc32)c1=O)NCCc1cccs1,-20,10,3%,14%,2%,14,nt,-3%,2%,?
O=C(Nc1ccccc1N1CCCCC1)c1ccc(F)cc1,-8,-11,-2%,12%,2%,-1,0,3%,-1%,18%
Cc1ccccc1NS(=O)(=O)c1nnc(NC(=O)c2ccccc2C)s1,-7,-13,nt,-13%,-1%,30[activator],6,-5%,-10%,-21%
N#C/C(C(=O)NCc1ccco1)=C1/SC(Cc2ccc(Cl)cc2)C(=O)N1c1ccccc1 (stereo not drawn),7,3,-4%,5%,-7%,-8,-7,-4%[46.1 µM],31%[activator],16%
Cc1scc(C(=O)N2CCN(S(C)(=O)=O)CC2)c1-c1ccccc1,-37,-4,-1%,3%,4%,7,1,2%,2%,9%
Cc1nc(N2CCC(C(N)=O)CC2)c2c(-c3cccs3)csc2n1,-4,-9,-1%,1%,-5%,-6,-5,0%,3%,-3%
O=C(Nc1ccc(Cl)c(S(=O)(=O)N2CCOCC2)c1)c1cn2ccccc2n1,1,-2,13%,-3%,-1%,8,5,-3%,-1%,0%
COc1ccccc1C(=O)NC(=S)/C=C1/N(C)c2ccccc2C1(C)C,1,2,1%,13%,5%,18,3,1%[46.1 µM],-15%,-4%
O=C(CN1CCCc2ccccc21)Nc1cccc(S(=O)(=O)N2CCOCC2)c1,2,-15,nt,10%,3%,4,nt,4%,nt,3%
COCCNC(=O)CSc1nc2cc(OC)c(OC)cc2c(=O)n1Cc1ccco1,1,7,0%,5%,-2%,-1,1,3%,17%,?
COc1ccc(CC(=O)NC(C)CCc2ccccc2)cc1OC (stereo not drawn),4,-8,-3%,6%,1%,17,2,9%,8%,-5%
COc1cc(/C=C(/C#N)c2ccccc2F)ccc1OCc1ccccc1,-1,-29,1%,-3%,11%,-20,-3,-4%[46.1 µM],-3%,15%
CCOC(=O)c1cnc(-n2[nH]c(C)cc2=O)[nH]c1=O,-3,11,3%,2%,-8%,-13,-3,0%,17%,6%
COc1ccc(-c2nnc(NC(=O)c3ccc(S(=O)(=O)N4COCC4(C)C)cc3)o2)cc1,-5,-7,-1%,-1%,5%,-5,1,5%,0%,1%
CCCn1cc(S(=O)(=O)c2ccccc2)c(=O)c2cc(OC)c(OC)cc21,-7,-11,-4%,1%,3%,-4,nt,5%,2%,1%
Cc1cc(-n2cnc3c(=O)[nH]cnc32)ccc1N,11,-3,10%,-3%,-4%,-10,3,-4%,17%,1%
NCCCNC(=O)Cn1c(=O)c2c3c(sc2n(Cc2ccccc2)c1=O)CCCC3,-6,-7,-2%,-4%,-3%,-22,1,-2%,14%,1%
Cc1ccc(OCC(=O)N(Cc2cccs2)C2CCS(=O)(=O)C2)cc1C (stereo not drawn),0,6,-1%,2.2µM*,4%,-28,1,2%,-4%,?
O=C(c1ccco1)N1CCCC(c2nc(-c3ccc(S(=O)(=O)NCc4ccccc4)cc3)no2)C1 (stereo not drawn),12,-17,-1%,1%,-4%,3,0,1%[46.1 µM],-4%,-7%
COc1ccccc1CNC(=O)C1CCN(C(=O)c2sccc2-n2cccc2)CC1,-3,1,4%,1%,-3%,1,nt,2%,10%,-8%
